Source: PubChem
FAS-TE inh = FAS thioesterase (human) inhibition; P49327; recombinant FAS-TE, OMFH fluorogenic substrate, fluorescence endpoint; inhibition, % at 15 µM; 0.67% of 360,000 active;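 active means compounds whose normalised, plate-corrected inhibition of enzyme fluorescence in the single-dose primary screen is 50% or more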;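 further: 0% = DMSO with enzyme and 100% = substrate without enzyme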
Neddylation inh = cullin neddylation inhibition; TR-FRET cullin neddylation, biochemical; 0.58% of 360,000 active; calls only at 25 µM; in the data active means inhibition above about 36%
eLon inh = inhibits E. coli Lon protease | 0.42% of 360,000 active | inhibition, % at 7.94 µM | purified E. coli Lon protease, fluorescence polarization; in the data active means inhibition above about 13%, passing the limit was not always enough;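 further: 0% = enzyme with probe and DMSO and 100% = no enzyme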
MsrA inh = inhibitors of bovine MsrA; purified bovine MsrA, absorbance read-out; inhibition, % at 15.5 µM; 0.75% of 360,000 active; in the data active means inhibition above about 4.5%;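 further: 0% = vehicle wells with enzyme and 100% = reference inhibitor wells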
MsrA act = activators of bovine methionine sulfoxide reductase A. purified bovine MsrA, absorbance read-out. activation, % at 10.6 µM. 0.3% of 360,000 active; in the data active means activation above about 7.5%;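 further: 0% = vehicle and 100% = reference activator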
CendR NRP1 mod = modulators of CendR peptide binding to human neuropilin-1; FAM-RPARPAR peptide binding to NRP-1, fluorescence polarization; 0.85% of 360,000 active; inhibition, % at 25 µM; O14786; AID 602438;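 active means inhibition or corrected inhibition above about 18%, plus a signal ratio from 0.5 to 1.5, limit read from the data, passing the limit was not always enough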; further: strong numbers were not always called active
MT1-MMP act inh = inhibitors of human MT1-MMP activation; P50281; GFP/RFP ratio change, % at 20 µM; AID 651647; 0.061% of 360,000 active; HT1080 RFP-PRO-GFP cells, GFP/RFP ratio fluorescence, overnight; percent of plate control window, DMSO zero;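 active means GFP/RFP ratio change of at least 30% with cell ATP level not reduced by more than half and red fluorescence within 50% of control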; further: strong numbers were not always called active
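Assay system – RFP-PRO-GFP reporter HT1080 cells · Compound dosing – single dose of 20 µM compound, 1% DMSO final · Incubation – overnight compound exposure at 37 °C · Measure – GFP/RFP fluorescence ratio · Benchmarks – DMSO wells and RFP-L50D-GFP cells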
SKN-1 block = C. elegans SKN-1 inhibition | 0.49% of 360,000 active | inhibition, % at 21.8 µM | C. elegans VP596 Pgst-4::GFP/RFP ratio, acrylamide-induced, 24 h;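 active means interference check ratio from 0.5 to 1.5 plus GFP to RFP signal ratio inhibition reaching or exceeding a fixed threshold, cut at about 30% in these data, passing the limit was not always enough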; further: some compounds called inactive have numbers as strong as hits
Rin1 Abl inh = human Rin1-Abl interaction inhibition; TR-FRET Rin1/Abl binding, biochemical; 0.4% of 360,000 active; AID 588664; inhibition, % at 7.35 µM; P00519+Q13671; in the data active means inhibition above about 5%, passing the limit was not always enough
* marks the source's active call; other numbers are inactive results; i = inactive; · = not tested or not shown; + = active, no number.

SMILES | FAS-TE inh | Neddylation inh | eLon inh | MsrA inh | MsrA act | CendR NRP1 mod | MT1-MMP act inh | SKN-1 block | Rin1 Abl inh
C#CCNC(=O)C[C@@H]1C[C@@]2(C(=O)OC)CCCCC=C2N(CCCCCCCC)C1=O | 1.5 | i | -1.3 | -1.0 | -1.7 | 3.9 | 1.9 | 15.5 | ·
CC1(C(=O)NS(=O)(=O)c2cccc(F)c2)CCN1C(=O)C/C=C/c1ccccc1 (centres undefined) | -8.0 | i | -8.8 | 1.0 | -1.6 | -1.4 | -0.7 | 2.2 | -1.4
COc1cc(C)c(CN2CCN(c3ncccn3)CC2)cc1C | -0.9 | i | 2.1 | -1.7 | -6.2 | 10.1 | 3.7 | 5.0 | -2.3
COC1=C(Nc2ccccc2)C(=O)C(OC)=C(Nc2ccccc2)C1=O | -7.8 | i | 0.3 | 0.1 | -1.6 | 3.7 | 3.3 | 3.9 | 2.5
Cc1cc(C)c(-c2cc(C(=O)Nc3cc(C)ccc3C)[nH]n2)c(O)c1 | -0.6 | i | -0.9 | 1.9 | -2.3 | 0.5 | 0.4 | 2.0 | -0.2
CCn1cc(S(=O)(=O)CC(=O)NC2CCCCC2)c2ccccc21 | -2.8 | i | 4.6 | -1.4 | 3.1 | 2.3 | 0.8 | -7.0 | 0.0
O=C(CCC(=O)Nc1ccccc1Cl)NNC(=O)C1CCCCC1 | -7.5 | i | -1.0 | 0.1 | -1.4 | 13.0 | 1.0 | 5.6 | 1.8
CC(C)C(=O)Nc1cc2c3c(c1)CCC(=O)N3CCC2 | -6.4 | i | -10.3 | -1.1 | -3.7 | 2.9 | 1.6 | -24.1 | -1.2
O=C(c1nc2ncccn2n1)N1CCc2ccccc2C1 | -8.9 | i | -3.4 | 0.8 | 0.9 | 14.0 | 3.3 | 11.2 | 1.6
COc1ccnc2c1c(=O)n(Cc1ccc(Cl)cc1)c(=O)n2C | 6.8 | i | 3.9 | 0.0 | -2.8 | -7.5 | 2.7 | 12.5 | -0.2
CN1C(=O)C(C)(C)c2cc(S(=O)(=O)NCCc3ccc(Cl)cc3)ccc21 | 1.3 | i | -0.5 | 1.1 | -0.7 | 2.2 | -0.2 | -8.7 | -2.3
OC(COc1ccc2c(c1)OCO2)CN1CCN(c2ccc(F)cc2)CC1 (centres undefined) | -1.3 | i | -4.2 | -2.1 | -4.0 | -7.5 | 1.3 | -9.9 | -2.7
CS(=O)(=O)Oc1ccc(/C=C2\C(=N)N3N=C(CC(=O)N4CCOCC4)SC3=NC2=O)cc1Cl | -8.8 | i | -5.4 | 0.4 | -2.8 | -7.1 | -0.8 | 19.2 | 1.2
Cc1sc(NC(=O)c2cc(-c3ccccc3)nc3ccccc23)c(C(N)=O)c1C | 25.3 | i | -9.2 | 1.1 | 2.3 | -5.2 | 9.9 | 10.1 | -5.1
CN(CC(=O)N1CCCC1)S(=O)(=O)c1ccc2ccccc2c1 | -3.2 | i | -3.9 | 0.0 | -3.7 | 4.0 | 3.6 | 4.7 | 2.2
CN(C)c1ccc(NC(=O)CSc2nc3c(c(=O)[nH]2)CCCC3)cc1 | -5.5 | i | -9.3 | · | 0.6 | -1.7 | -3.0 | 6.0 | -5.4
CCOCCn1c(CN(Cc2ccccc2)Cc2ccccc2)nc2c1c(=O)n(C)c(=O)n2C | 14.3 | i | -11.6 | 0.3 | -1.8 | -7.0 | -15.6 | 12.6 | 2.3
COc1ccc(CCNC(=O)c2cc(C3CC3)nc3c2cnn3C(C)C)cc1OC | 6.9 | i | -1.5 | 0.4 | -4.8 | -5.1 | 6.0 | 5.7 | 1.1
CNc1snc(C)c1C(=O)OCC(=O)c1cc(F)ccc1OC | 9.6 | i | 0.6 | -0.2 | -9.2 | -1.2 | 5.3 | -1.0 | 2.4
O=C(c1ccccc1F)N(Cc1ccccc1)Cc1ccccc1 | 19.4 | i | 3.9 | 0.1 | -3.6 | 3.5 | -7.7 | 16.9 | 2.6
COc1cc(CN2CC(=O)N(c3ccc(C)c(C)c3)C2=S)cc(OC)c1OC | 7.8 | i | -9.6 | -0.5 | -5.0 | -1.9 | -3.2 | 7.2 | 0.1
Cc1ccc(/C(N)=N/OC(=O)C(C)c2ccc([N+](=O)[O-])cc2)cc1 (centres undefined) | 28.5 | i | -8.7 | -0.4 | -1.3 | 3.1 | 1.7 | 22.9 | 2.8
Cc1ccc(C(=O)Nc2ccon2)cc1S(=O)(=O)N1CCCCCC1 | 5.4 | i | -1.6 | -0.1 | -1.3 | -0.1 | 6.9 | -11.3 | -1.4
CCC12CSc3nc(Cl)ccc3N1C(=O)C(=O)N2C (centres undefined) | -0.3 | i | -3.5 | 0.1 | -3.3 | 12.5 | 3.5 | -5.6 | -0.4
COc1ccccc1NC(=O)C(=O)N(c1cccnc1)C(C(=O)NC(C)(C)C)c1ccccc1 (centres undefined) | -6.6 | i | 0.8 | -0.5 | -5.2 | 5.4 | -1.5 | -3.9 | 2.6
SMILES | FAS-TE inh | Neddylation inh | eLon inh | MsrA inh | MsrA act | CendR NRP1 mod | MT1-MMP act inh | SKN-1 block | Rin1 Abl inh
COc1cc(/C=C(\C#N)c2nc3ccccc3[nH]2)c([N+](=O)[O-])cc1OCc1ccccc1 | 13.6 | i | -6.7 | 1.8 | -1.0 | -14.8 | -23.9 | 1.9 | 1.6
CC(C)CC(NS(=O)(=O)c1ccc2c(c1)oc(=O)n2C)C(=O)NC1CCCc2ccccc21 (centres undefined) | -3.5 | i | 6.3 | 0.5 | -6.2 | -2.7 | -5.1 | 1.7 | -3.4
O=C(Cn1cnc2ccccc2c1=O)Nc1nnc(C2CC2)s1 | -11.2 | i | 8.6 | -1.3 | -5.0 | -0.1 | 2.8 | 8.7 | -2.5
Cc1nc(NS(=O)(=O)c2ccccc2)sc1C(=O)N/N=C/c1ccccc1 | -7.1 | i | -4.2 | 2.5 | -4.5 | -1.0 | -2.1 | -4.4 | 0.4
O=C(Oc1cccc2c(O)cccc12)c1ccco1 | 1.8 | i | 0.7 | 0.1 | -3.2 | 6.1 | 4.2 | 15.4 | 1.3
NC(=O)c1cc([N+](=O)[O-])ccc1NCc1cccc2ccccc12 | 25.6 | i | -4.7 | 0.4 | -1.6 | 10.6 | 3.7 | -13.1 | 1.4
Cc1ccc(S(=O)(=O)Nc2ccc(Cl)cc2O)cc1 | · | i | · | 0.5 | · | -7.4 | -0.5 | -0.3 | ·
Cc1csc(NC(CO)c2nc3ccccc3n2CCOCCO)n1 (centres undefined) | -10.1 | i | -13.2 | -0.9 | -1.6 | 7.1 | 3.2 | 11.3 | -0.2
O=C(c1cnc(Cc2c[nH]c3ccccc23)c(I)c1)N1CCCCC1 | -3.5 | i | 1.5 | -1.4 | -0.4 | 3.3 | -0.2 | -2.0 | -0.5
CC(=O)N1CCc2cc(Br)cc(S(=O)(=O)CCC(=O)N3CCN(c4ccccn4)CC3)c21 | 3.9 | i | 12.6 | 0.5 | -9.4 | -4.3 | -5.5 | -5.8 | 3.9
CCCCn1c(=O)[nH]c(=O)c2c1nc(-c1ccc(-c3ccccc3)cc1)n2C | -2.9 | · | -7.5 | -0.5 | -1.2 | 4.9 | 1.2 | 3.0 | 1.0
Cc1ccc(C)c(NC(=O)CSc2nnc(Cc3cccn3C)n2-c2ccc(F)cc2)c1 | 2.4 | i | -3.0 | -0.5 | 9.6* | -3.2 | -7.1 | 2.5 | -0.7
O=C1OC(N2CCN(C/C=C/c3ccccc3)CC2)c2ccccc21 (centres undefined) | -6.1 | i | 3.8 | 1.4 | -2.9 | -11.0 | -5.1 | -2.5 | -2.1
CON/C=C(\C=Nc1ccc(Cl)cc1)c1ncc(C(F)(F)F)cc1Cl | 22.2 | i | 5.4 | 0.6 | -3.5 | -7.8 | -0.2 | -4.8 | -1.0
Cc1c(NC(=O)COC(=O)c2c3c(nc4ccccc24)CCCC3)c(=O)n(-c2ccccc2)n1C | -10.9 | i | 9.8 | -1.0 | -3.1 | -9.8 | 0.6 | 1.6 | -1.9
CCOC(=O)CN(C(=O)CSc1nnc(CNc2ccc(F)cc2)n1C)c1ccccc1 | -7.9 | i | -5.8 | 1.9 | -11.0 | -1.5 | 8.0 | 2.9 | 3.7
O=c1[nH]c(CN2CCN(Cc3ccccc3)CC2)nc2scc(-c3ccccc3)c12 | -3.1 | i | 0.9 | -0.2 | -8.7 | -13.5 | -7.4 | -3.2 | -4.7
Cc1ccc(C(=O)N2C(=O)c3cccc(N)c3C2=O)o1 | -5.3 | i | -5.5 | 0.1 | -5.2 | 13.3 | -3.3 | 15.6 | -1.4
Cc1ccc(/C=N/NC(=O)c2cccs2)o1 | -11.0 | i | -10.2 | 0.7 | -8.9 | -0.6 | 8.7 | -8.2 | 3.2
CCOc1cc(N2CCOCC2)c(OCC)cc1NC(=O)CC12CC3CC(CC(C3)C1)C2 | 15.7 | i | -2.2 | 0.1 | -1.4 | -8.1 | -8.9 | -18.1 | -1.6
CN1C(=O)C(C)(C)c2cc(S(=O)(=O)NCc3ccc(Cl)cc3)ccc21 | -1.9 | i | 0.1 | 1.1 | -2.5 | -13.9 | 2.5 | 9.6 | -0.4
O=C(O)CCCn1cc(NC(=O)c2c(F)cccc2F)cn1 | -3.4 | i | -6.9 | 1.4 | -4.1 | 16.3 | -2.0 | 0.3 | 2.2
N=c1c2c(n(Cc3cccc(Cl)c3)c3c1CCC3)CCCC2 | 0.9 | i | -10.3 | -1.0 | -1.4 | 3.7 | -21.5 | -4.0 | -3.6
CCC(=O)c1cc2c(C)cc(=O)oc2c(C)c1O | 0.5 | i | -5.5 | -0.4 | -0.8 | -2.9 | -3.5 | 10.6 | -3.0
O=C(Nc1nc(-c2ccccc2)cs1)c1cccc([N+](=O)[O-])c1C(=O)O | -1.4 | i | -8.5 | -0.4 | -9.2 | 1.2 | -1.8 | 10.8 | -3.3

Sorted by value in MT1-MMP act inh (rising): some entries from above
compound | Neddylation inh | eLon inh | MsrA inh | MsrA act | CendR NRP1 mod | MT1-MMP act inh | SKN-1 block | Rin1 Abl inh
N=c1c2c(n(Cc3cccc(Cl)c3)c3c1CCC3)CCCC2 | i | -10.3 | -1.0 | -1.4 | 3.7 | -21.5 | -4.0 | -3.6
O=C(c1nc2ncccn2n1)N1CCc2ccccc2C1 | i | -3.4 | 0.8 | 0.9 | 14.0 | 3.3 | 11.2 | 1.6
CCOC(=O)CN(C(=O)CSc1nnc(CNc2ccc(F)cc2)n1C)c1ccccc1 | i | -5.8 | 1.9 | -11.0 | -1.5 | 8.0 | 2.9 | 3.7

Following part
SMILES | FAS-TE inh | Neddylation inh | eLon inh | MsrA inh | MsrA act | CendR NRP1 mod | MT1-MMP act inh | SKN-1 block | Rin1 Abl inh
COc1ccc(OC)c(CN2CCN(c3ccccc3OC)CC2)c1 | -5.9 | i | 16.8* | -0.4 | -0.9 | 10.2 | 1.3 | 11.0 | 3.6
O=c1[nH]c2cc3c(cc2cc1CN(Cc1ccc2c(c1)OCO2)Cc1nnnn1CC1CCCO1)OCO3 (centres undefined) | 4.8 | + | 9.2 | 1.6 | -10.2 | -4.2 | -2.7 | 10.8 | -0.2
Cc1ccc(C)c(C(=O)C(C)OC(=O)c2cccn2C)c1 (centres undefined) | 12.0 | i | -13.7 | 0.1 | -3.0 | 10.4 | 3.8 | -5.8 | -1.8
Cc1ccc(C([O-])=C(C(=S)NCc2ccccc2)[n+]2cccc(CO)c2)cc1[N+](=O)[O-] | 37.6 | i | -7.3 | -1.4 | 0.6 | -11.7 | -2.8 | -4.8 | 1.3
CCOC(=O)C1=CCN(S(=O)(=O)c2ccc(C)cc2)C1c1cccc2ccccc12 (centres undefined) | 16.6 | i | -10.9 | -0.9 | -0.9 | -0.5 | -3.6 | -0.9 | 6.1
CCn1c2ccccc2c2cc(NC(=O)COC(=O)c3ccc(NC(=O)CC#N)cc3)ccc21 | 7.0 | i | -13.0 | 1.4 | -3.9 | -46.7 | 0.8 | -6.9 | -2.1
CCn1c(C)cc(C(=O)COC(=O)CNC(=O)c2ccco2)c1C | -4.1 | i | 12.9 | 1.8 | -2.0 | -2.7 | 3.0 | -8.8 | -1.8
CC1(C)c2ccccc2-c2nc3ccccc3cc2C1N1CCOCC1 (centres undefined) | 18.3 | i | -1.8 | 0.5 | -7.5 | -10.9 | 3.7 | -11.0 | 0.7
